# DNMT1 block: human DNMT1 methyltransferase inhibitors, primary screen, biochemical, molecular beacon, fluorescence, HinP1I cleavage, uHTS; DNA (cytosine-5)-methyltransferase 1 (Homo sapiens), P26358; inhibition (reported as % activation of signal), % at 10 µM; 360,000 tested, 0.83% active; in the data active = inhibition above about 50%
# Target sequence (P26358 504-1616 limits assumed): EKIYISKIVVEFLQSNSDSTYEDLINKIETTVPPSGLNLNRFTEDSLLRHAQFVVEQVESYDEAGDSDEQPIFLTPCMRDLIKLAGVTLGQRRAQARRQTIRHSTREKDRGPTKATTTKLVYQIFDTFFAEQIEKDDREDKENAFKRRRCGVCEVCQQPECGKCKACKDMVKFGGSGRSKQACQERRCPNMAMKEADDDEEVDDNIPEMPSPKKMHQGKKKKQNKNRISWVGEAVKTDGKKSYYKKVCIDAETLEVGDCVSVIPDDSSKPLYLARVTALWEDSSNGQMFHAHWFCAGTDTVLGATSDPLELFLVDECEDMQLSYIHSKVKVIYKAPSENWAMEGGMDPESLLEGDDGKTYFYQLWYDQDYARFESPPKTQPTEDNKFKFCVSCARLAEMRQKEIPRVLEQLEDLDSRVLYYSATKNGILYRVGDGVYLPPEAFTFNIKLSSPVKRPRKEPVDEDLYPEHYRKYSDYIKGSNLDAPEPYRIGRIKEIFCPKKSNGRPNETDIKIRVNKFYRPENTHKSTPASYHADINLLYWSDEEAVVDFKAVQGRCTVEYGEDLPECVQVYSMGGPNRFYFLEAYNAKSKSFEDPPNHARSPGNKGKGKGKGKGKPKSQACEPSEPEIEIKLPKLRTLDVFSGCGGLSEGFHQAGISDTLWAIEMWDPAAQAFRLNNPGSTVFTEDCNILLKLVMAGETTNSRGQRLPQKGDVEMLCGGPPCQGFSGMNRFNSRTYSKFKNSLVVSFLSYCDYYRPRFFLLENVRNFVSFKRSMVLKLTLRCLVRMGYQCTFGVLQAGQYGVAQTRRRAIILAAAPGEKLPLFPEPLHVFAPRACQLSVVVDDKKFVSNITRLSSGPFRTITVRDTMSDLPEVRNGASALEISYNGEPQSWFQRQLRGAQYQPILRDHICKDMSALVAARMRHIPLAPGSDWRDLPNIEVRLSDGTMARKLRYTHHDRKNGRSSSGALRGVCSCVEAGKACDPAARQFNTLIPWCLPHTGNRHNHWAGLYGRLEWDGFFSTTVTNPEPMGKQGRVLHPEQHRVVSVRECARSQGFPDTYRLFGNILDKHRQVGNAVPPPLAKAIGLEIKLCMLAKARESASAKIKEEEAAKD
# STEP block: STEP phosphatase inhibitors, primary screen, biochemical, fluorescence intensity, uHTS. Tyrosine-protein phosphatase non-receptor type 5 (Homo sapiens), P54829. recombinant STEP, OMFP fluorogenic substrate. inhibition, % at 20 µM. 360,000 tested, 0.25% active. AID 588621, 2011;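 active = inhibition at 20 µM, scaled per plate between control wells, above about 37%, limit read from the data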;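 also: 0% = DMSO with enzyme and substrate and 100% = substrate only without enzyme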
#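 Assay system: isolated STEP enzyme / Timing: 20 min at room temperature, dark / Doses: 20 µM, 1% DMSO / Technique: fluorescence intensity, excitation 480 nm, emission 540 nm / Reagent: fluorogenic phosphatase substrate OMFP at 25 µM final / Measure: percent inhibition scaled to no-enzyme and uninhibited-enzyme controls, plate-pattern corrected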
# SUMO1 PPI mod: modulators of SUMO1 protein-protein interactions, primary screen, biochemical, uHTS | Small ubiquitin-related modifier 1 (Homo sapiens), P63165 | SUMO1 binding to a labelled peptide, TR-FRET, 1 h | inhibition, % at 20 µM | 360,000 tested, 0.33% active | AID 602429, 2012; in the data active = inhibition above about 37%
# Scp-1 inhibitor: Scp-1 phosphatase inhibitors, primary screen, biochemical, colorimetric, uHTS; Carboxy-terminal domain RNA polymerase II polypeptide A small phosphatase 1 (Homo …; Recombinant Scp1, phosphopeptide, malachite green phosphate absorbance; inhibition, % at 20 µM; 340,000 tested, 0.88% active; AID 493091, 2011;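 active = inhibition above about 50% at 20 µM, limit read from the data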;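 also: plate controls were DMSO wells with enzyme for no effect and wells lacking enzyme for full effect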
#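 System: SCP-1 catalytic domain; Reagent: Phospho 17-mer peptide substrate; Doses: one concentration, 20 µM, with 1.0% DMSO; Incubation: 45 min room-temperature reaction, 5 min colour, 30 min stabiliser; Signal: Phosphate-binding colour reagent, absorbance read at 630 nm.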
# LMPTP block: LMPTP phosphatase inhibitors, primary screen, biochemical, fluorescence intensity, uHTS | Low molecular weight phosphotyrosine protein phosphatase (Homo sapiens), P24666 | inhibition, % at 20 µM | AID 651560, 2012 | recombinant LMPTP-A, OMFP fluorogenic substrate | 360,000 tested, 0.22% active;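 active = compounds that cut the enzyme signal by at least half of the control window in the single-dose screen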;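 also: plate controls were DMSO wells with enzyme plus substrate for no effect and substrate without enzyme for full effect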
#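 Test system – LMPTP-A phosphatase enzyme · Quantity – 0.625 nM LMPTP-A final · Reagent – OMFP substrate, 400 µM final · Dosing – one test concentration per compound, 20 µM, with 3% DMSO overall · Timing – 50 min enzyme reaction at room temperature, protected from light · Detection – fluorescence intensity · Controls – substrate-only low control, DMSO enzyme-plus-substrate high control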
# NadD inh: inhibitors of S. aureus NadD, primary screen, biochemical, colorimetric, uHTS; Nicotinate-nucleotide adenylyltransferase NadD (Staphylococcus aureus N315); 360,000 tested, 0.78% active; inhibition, % at 20 µM; purified NadD enzyme, colorimetric absorbance read-out; in the data active = inhibition above about 26%; also: some compounds past the cut are filed as inactive
# SKN-1 inh: suppressors of acrylamide-induced Pgst-4::GFP reporter in worms, primary screen, SKN-1 inhibitor project, whole organism, uHTS, GFP/RFP fluorescence ratio, strain VP596; 360,000 tested, 0.49% active; C. elegans VP596 Pgst-4::GFP/RFP ratio, 24 h; inhibition, % at 21.8 µM;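 active = interference check ratio from 0.5 to 1.5 plus GFP to RFP signal ratio inhibition reaching or exceeding a fixed threshold, cut at about 30% in these data, passing the limit was not always enough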; also: some compounds called inactive have numbers as strong as hits
# NRP1-CendR mod: modulators of CendR peptide binding to NRP-1, primary screen, biochemical, fluorescence polarization, uHTS | Neuropilin-1 (Homo sapiens), O14786 | FAM-RPARPAR peptide binding to NRP-1 | inhibition, % at 25 µM | 360,000 tested, 0.85% active | AID 602438, 2012;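 active = inhibition or corrected inhibition above about 18%, plus a signal ratio from 0.5 to 1.5, limit read from the data, passing the limit was not always enough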; also: strong numbers were not always called active
# Rpn11 block: Rpn11 (PSMD14) deubiquitinase inhibitors, primary screen, biochemical, fluorescence polarization, uHTS; human 26S proteasome, Ub4-pepOG fluorescence polarization; 20S core pre-blocked with epoxomicin; 26S proteasome non-ATPase regulatory subunit 14 (Homo sapiens), O00487; AID 588493, 2011; 360,000 tested, 0.59% active; calls only at 20 µM;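 active = inhibition at 20 µM, scaled to each plate's controls, above about 33%, limit read from the data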
# MT1-MMP act inh: blockers of MT1-MMP proenzyme processing, primary screen, HT1080 RFP-PRO-GFP cells, GFP/RFP fluorescence; GFP/RFP ratio change, % at 20 µM; Matrix metalloproteinase-14 (Homo sapiens), P50281; AID 651647, 2012; 360,000 tested, 0.061% active; GFP/RFP ratio fluorescence, overnight; percent of plate control window, DMSO zero;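 active = GFP/RFP ratio change of at least 30% with cell ATP level not reduced by more than half and red fluorescence within 50% of control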; also: strong numbers were not always called active
#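 Compound: 20 µM single dose, 1% DMSO / System: HT1080 RFP-PRO-GFP cells / Controls: DMSO and RFP-L50D-GFP cell wells / Read-out basis: GFP/RFP fluorescence ratio / Schedule: overnight compound exposure at 37 °C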
# * hit, by the source's call; i = inactive; . = no result given. The order is random; 3.9% or so of the library scored in one or more.
SMILES,DNMT1 block,STEP block,SUMO1 PPI mod,Scp-1 inhibitor,LMPTP block,NadD inh,SKN-1 inh,NRP1-CendR mod,Rpn11 block,MT1-MMP act inh
Cc1ccc(NC(=O)N2CCCC2C(=O)NCc2ccccc2Cl)cc1 (configuration not stated),0,-1,3,-6,-1.9,3,5,11,i,-3
CCCC(C)C(=O)Nc1cccc(NC(C)=O)c1 (configuration not stated),0,11,6,-1,0.3,5,4,7,i,0
C=CCN(c1ccccc1C(=O)NCC(=O)OCC)S(=O)(=O)c1ccc(C)cc1,1,2,0,-17,-1.4,5,2,11,i,0
COC(=O)c1ccc(COc2ccc(CNCc3ccc(Cl)cc3)cc2)cc1,1,1,2,-22,1.3,5,3,-3,i,-1
CCOC(=O)c1c(C)[nH]c(C(=O)CSc2nnnn2-c2ccc(C)cc2)c1C,7,0,-1,-4,0.0,3,17,-8,i,4
NS(=O)(=O)c1ccc(-c2ccc(/C=C3\SC(=O)NC3=O)o2)cc1,2,1,-13,4,-3.7,2,4,-25,i,-9
CC(C)c1ccccc1NC(=O)COc1ccc(C(=O)NCCc2ccccc2)cc1,-1,3,2,-3,0.7,3,-1,-6,i,0
C=CCNc1nc(N)c([N+](=O)[O-])c(Nc2ccccc2OC)n1,-3,0,-1,7,-0.5,-1,22,8,i,-13
CCNC(=O)C(C)Oc1ccc(Cl)cc1Cl (configuration not stated),-2,-6,1,-5,-1.0,-3,-2,-8,i,3
O=C(Nc1nc(-c2ccco2)c(-c2ccco2)s1)C1CC(=O)N(c2ccc3c(c2)OCCO3)C1 (configuration not stated),72*,12,27,82*,39,72*,3,-52,.,-10
COc1cccc(-n2c(COc3ccccc3C)nnc2SCC(=O)O)c1,0,-2,-1,3,0.0,11,-4,4,i,2
O=C(CCc1ccccc1)NNC(=O)C12CC3CC(CC(C3)C1)C2,-1,-1,-2,-2,-0.2,-5,4,-10,i,4
CC(C)NC(=S)N/N=C/c1cc(Br)ccc1O,0,-2,9,-24,2.8,2,-1,-7,i,-1
Cn1cc([N+](=O)[O-])c(C(=O)N(Cc2ccccc2)Cc2ccccc2)n1,4,1,0,-7,-0.2,-4,4,-3,i,-1
Cc1ccc(SCC(=O)Nc2ccc(N3CCOCC3)cc2)c(C)c1,-4,-2,8,-6,-0.2,-2,-5,13,i,0
O=C(O)COc1ccc(/C=C/c2ccc3cccc([N+](=O)[O-])c3n2)cc1,7,1,14,30,0.4,4,1,-3,i,6
Cc1cccnc1NC(=O)CCNC(=O)c1ccccc1Cl,4,-3,-7,-2,-8.8,4,-13,10,i,0
CCOC(=O)N1CCN(C(=O)C(NC(=O)c2ccc(CC)cc2)C(C)C)CC1 (configuration not stated),7,2,0,-12,-1.3,-8,11,11,i,1
CCOC(=O)c1c(C)[nH]c(C(=O)COC(=O)CSC)c1C,0,-1,-3,5,-1.0,-16,-12,-3,i,2
COc1cccc(C2N(Cc3ccccc3)C(=O)C2(F)F)c1OC (configuration not stated),2,1,2,-7,1.3,-4,10,8,i,0
COc1ccccc1C1=NOC(C)(c2sc(-c3ccc(Cl)cc3)nc2C)C1 (configuration not stated),-6,0,-4,9,1.3,-6,4,14,i,8
COc1ccc(OC)c(NC(=O)C23CCC(C)(C(=O)C2)C3(C)C)c1 (configuration not stated),0,0,-1,-4,-2.0,-5,6,-5,i,3
COc1ccc(/C(O)=C2\C(=O)C(=O)N(CCN(C)C)C2c2cccc(OC)c2OC)cc1 (configuration not stated),-9,3,-10,-8,-2.1,-5,6,-12,i,2
CCn1cc(/C=C(\NC(=O)c2ccc(C)cc2)C(=O)NCCN2CCOCC2)c2ccccc21,2,2,-7,-3,-0.3,-2,11,-4,i,-9
O=C(CC(O)(c1ccccc1)C(F)(F)C(F)F)c1cccs1 (configuration not stated),0,1,1,-12,-0.4,4,1,5,i,-4
Cc1ccc(C(=O)NC(C(=O)Nc2ccccc2)c2ccccc2)cc1 (configuration not stated),-3,-1,5,-2,-0.5,-9,-1,-9,i,1
CCn1c(SCC(=O)Nc2cccc(F)c2)nc2c(c1=O)SC(C)C2 (configuration not stated),1,-1,0,-9,-0.1,-1,15,-3,i,5
CC(C)C1C(=O)N(Cc2cn(Cc3ccco3)nn2)CCS(=O)(=O)N1Cc1ccc(-c2cccc(N(C)C)c2)cc1 (configuration not stated),-21,-2,-4,.,1.3,12,12,2,i,-4
COc1cccc(N2CCN(C(=O)CCC(=O)c3ccc(Cl)s3)CC2)c1,1,4,-9,-5,0.8,-4,7,-9,i,0
CCS(=O)(=O)N1CCC(C(=O)NCc2cccc(OC)c2)CC1,-1,-1,-3,-5,1.4,4,4,-12,i,-3
COc1ccc(Nc2nc(N)nc(CSc3nnc(N)s3)n2)cc1,-4,-5,4,-5,0.1,3,-10,4,i,4
CCC(CO)Oc1cc(NCc2ccc(OC)cc2)c2ncn(C(C)C)c2c1 (configuration not stated),-8,2,3,-5,0.0,0,-7,-17,i,-2
Oc1ccc(NCc2cccc(OCc3ccc(F)cc3)c2)cc1,-20,-1,0,-6,14,3,13,-2,i,20
O=C(Nc1cccc(Cl)c1)c1cccc(N2C(=O)C3CC=CCC3C2=O)c1 (configuration not stated),24,19,38,52*,0.8,-8,17,1,i,-2
C/C(=N/NS(=O)(=O)c1ccc(Br)cc1)c1cccc(NC(=O)C2CC2)c1,0,-5,0,.,0.8,10,9,-2,i,3
CCc1noc(C)c1C(=O)Nc1ccc(C(F)(F)F)cc1,3,-1,6,-2,1.0,-2,-4,9,i,3
COc1cccc(/C=C2\SC(=S)N(C(C(=O)O)c3ccccc3)C2=O)c1OC (configuration not stated),2,7,-20,-8,-0.4,-2,0,-11,i,-1
CC(O)(c1cccc(F)c1)c1nc(-c2ccc3c(c2)OCO3)cs1 (configuration not stated),-2,-4,5,.,2.7,-5,4,-14,i,5
Nc1ncc(Br)cc1S(=O)(=O)NCCC(=O)N1CCN(c2ccccn2)CC1,-1,-4,3,-2,-1.2,-2,5,1,i,-1
CN(C(=S)NC(=O)/C=C/c1ccc(F)cc1)C1CCCCC1,-2,2,0,-1,-0.4,3,-2,-2,i,-2
CN(Cc1ccco1)C(=O)C1CCC(=O)N(CCc2cccc(F)c2)C1 (configuration not stated),4,-2,-1,9,-0.3,-5,-6,-6,i,1
N#Cc1ccc(C(C(=O)NCc2ccccc2)n2c(=O)c(-c3ccco3)nc3ccccc32)cc1 (configuration not stated),.,.,-10,.,3.8,.,8,-27,.,-7
Nc1nc2c(ncn2C2CCCC2)c(=O)[nH]1,2,0,2,1,0.3,-1,0,4,i,0
CCOC(=O)CSc1nc(N)nc(C)c1Cl,1,5,6,-9,-0.9,-3,-5,-6,i,0
CC(C)C[C@H](NC(=O)[C@@H]1O[C@H]1C(=O)O)C(=O)NCCCCN=C(N)N,-4,5,1,8,-1.5,-3,-7,8,i,0
CSc1ccccc1NC(=O)Cn1c([N+](=O)[O-])cnc1C,-5,-3,-3,-6,-1.1,-5,3,14,i,3

# Retrieved one by one from above, 2 records:
SMILES,DNMT1 block,STEP block,SUMO1 PPI mod,Scp-1 inhibitor,LMPTP block,NadD inh,SKN-1 inh,NRP1-CendR mod,Rpn11 block,MT1-MMP act inh
CCn1c(SCC(=O)Nc2cccc(F)c2)nc2c(c1=O)SC(C)C2 (configuration not stated),1,-1,0,-9,-0.1,-1,15,-3,i,5
O=C(O)COc1ccc(/C=C/c2ccc3cccc([N+](=O)[O-])c3n2)cc1,7,1,14,30,0.4,4,1,-3,i,6

# A stretch from further up, as a working copy:
SMILES,DNMT1 block,STEP block,SUMO1 PPI mod,Scp-1 inhibitor,LMPTP block,NadD inh,SKN-1 inh,NRP1-CendR mod,Rpn11 block,MT1-MMP act inh
CCc1noc(C)c1C(=O)Nc1ccc(C(F)(F)F)cc1,3,-1,6,-2,1.0,-2,-4,9,i,3
COc1cccc(/C=C2\SC(=S)N(C(C(=O)O)c3ccccc3)C2=O)c1OC (configuration not stated),2,7,-20,-8,-0.4,-2,0,-11,i,-1
CC(O)(c1cccc(F)c1)c1nc(-c2ccc3c(c2)OCO3)cs1 (configuration not stated),-2,-4,5,.,2.7,-5,4,-14,i,5
Nc1ncc(Br)cc1S(=O)(=O)NCCC(=O)N1CCN(c2ccccn2)CC1,-1,-4,3,-2,-1.2,-2,5,1,i,-1
CN(C(=S)NC(=O)/C=C/c1ccc(F)cc1)C1CCCCC1,-2,2,0,-1,-0.4,3,-2,-2,i,-2
CN(Cc1ccco1)C(=O)C1CCC(=O)N(CCc2cccc(F)c2)C1 (configuration not stated),4,-2,-1,9,-0.3,-5,-6,-6,i,1
N#Cc1ccc(C(C(=O)NCc2ccccc2)n2c(=O)c(-c3ccco3)nc3ccccc32)cc1 (configuration not stated),.,.,-10,.,3.8,.,8,-27,.,-7
Nc1nc2c(ncn2C2CCCC2)c(=O)[nH]1,2,0,2,1,0.3,-1,0,4,i,0
CCOC(=O)CSc1nc(N)nc(C)c1Cl,1,5,6,-9,-0.9,-3,-5,-6,i,0
CC(C)C[C@H](NC(=O)[C@@H]1O[C@H]1C(=O)O)C(=O)NCCCCN=C(N)N,-4,5,1,8,-1.5,-3,-7,8,i,0
